Runt-SMMHC FRET – Runt domain-CBFb-SMMHC interaction inhibition | Cerulean-Runt/Venus-CBFb-SMMHC FRET ratio 530/480, 1 h | actives 0.74% (n = 220,000) | AID 1434 | inhibition, % at 20 µM | Q01196+Q13951;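 active = mean inhibition across duplicate retests at 20 µM reaching about 50%, limit read from the data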;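 note: 0% = DMSO wells and 100% = wells with excess untagged CBFb-SMMHC; inhibitors lower the FRET ratio by blocking Runt binding to CBFb-SMMHC; some results filed as inactive read as strong as hits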
Target sequence (Q01196 whole entry, looked up, the tested form may be a part): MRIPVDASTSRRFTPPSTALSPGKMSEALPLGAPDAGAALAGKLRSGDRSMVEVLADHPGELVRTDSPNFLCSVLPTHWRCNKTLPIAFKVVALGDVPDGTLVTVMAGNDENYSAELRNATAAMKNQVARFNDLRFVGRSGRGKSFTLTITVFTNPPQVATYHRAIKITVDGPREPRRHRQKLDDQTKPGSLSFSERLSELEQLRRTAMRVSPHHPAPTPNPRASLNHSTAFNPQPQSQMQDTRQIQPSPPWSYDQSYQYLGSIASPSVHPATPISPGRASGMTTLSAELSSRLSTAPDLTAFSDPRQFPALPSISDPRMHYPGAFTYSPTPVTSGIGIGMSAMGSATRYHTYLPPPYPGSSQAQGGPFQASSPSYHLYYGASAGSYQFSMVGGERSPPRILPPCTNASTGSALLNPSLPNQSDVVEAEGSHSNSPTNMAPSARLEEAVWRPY
Target sequence (Q13951 whole entry, looked up, the tested form may be a part): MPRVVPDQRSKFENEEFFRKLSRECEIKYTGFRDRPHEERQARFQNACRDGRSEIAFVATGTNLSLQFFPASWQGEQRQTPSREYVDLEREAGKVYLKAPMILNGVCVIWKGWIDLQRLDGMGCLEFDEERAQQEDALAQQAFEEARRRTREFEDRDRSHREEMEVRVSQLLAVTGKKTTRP
p47phox inh – p47phox (human) inhibition | p47phox/p22phox peptide binding, fluorescence polarization, 2 h | actives 0.53% (n = 220,000) | AID 1274 | P14598 | inhibition, % at 24.7 µM;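 active = inhibition above about 30%, limit read from the data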;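 note: 0% = p47phox with labelled peptide and 100% = labelled peptide alone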
14-3-3 Bad inh – disrupts binding of bovine 14-3-3 zeta to phospho-Bad peptide; actives 0.71% (n = 220,000); P63103; TR-FRET 14-3-3zeta/Dy647-pBad peptide displacement, 1 h; AID 781; inhibition, % at 21.7 µM;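 active = inhibition above about 70%, limit read from the data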;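 note: 0% = full 14-3-3 plus peptide FRET controls and 100% = background without 14-3-3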
Target sequence (P63103 whole entry, looked up): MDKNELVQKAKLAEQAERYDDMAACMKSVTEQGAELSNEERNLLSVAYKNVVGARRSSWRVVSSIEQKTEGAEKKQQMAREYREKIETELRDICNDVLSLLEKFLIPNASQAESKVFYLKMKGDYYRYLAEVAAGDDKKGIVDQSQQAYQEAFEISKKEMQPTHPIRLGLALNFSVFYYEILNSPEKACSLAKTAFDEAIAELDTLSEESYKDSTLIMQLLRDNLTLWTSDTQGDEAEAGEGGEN
L929 necroptosis – L929 zVAD cell death inhibition; viability rescue, % at 10 µM; actives 0.38% (n = 220,000); L929 zVAD necroptosis rescue, ATP luminescence, 24 h; with zVAD 60 µM;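 active = activation, scaled between plate controls, above about 75%, limit read from the data; inactive = activation under that limit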;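 note: 0% = zVAD with DMSO and 100% = DMSO alone without zVAD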
EBV gp42 inh – inhibitors of Epstein-Barr virus glycoprotein 42 | Q1HVG2 | Fluorescence polarization binding assay, mP read-out | inhibition, % (tested at 21.74 µM) | actives 0.42% (n = 220,000); in the data active = inhibition above about 50%
Runt-CBFb FRET – Runt domain-CBFb interaction inhibition | Q01196+Q13951 | Cerulean-Runt/Venus-CBFb FRET ratio 530/480, 1 h | inhibition, % at 20 µM | actives 0.46% (n = 220,000) | AID 1496;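 active = inhibition over about 50% at 20 µM in the single-dose screen, limit read from the data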;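 note: 0% = DMSO wells and 100% = excess unlabeled CBFb competitor control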
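Reagent – Venus-CBFb binding partner, 100 nM · Assay system – Cerulean-tagged RUNX1 Runt domain (FRET donor) fusion protein · Input – 100 nM per protein · Incubation – two 1 h room-temperature incubations shielded from light · Measured by – FRET fluorescence · Medium – Tris buffer pH 7.5 with salts and BSA · Benchmarks – unlabeled CBFb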
MDM2 E3 inh – Mdm2 E3 ligase (human) inhibition; cell-based MDM2 ubiquitination luciferase reporter, 2 h; 0 = plate control, 100 = twice control, blank-subtracted; actives 0.11% (n = 210,000); AID 1230; signal enhancement, % at 5 µM;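 active = signal enhancement of 30% or more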;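 note: luminescence tracks abundance of the self-degrading MDM2-luciferase fusion protein; higher signal means inhibition of MDM2 E3 ligase activity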
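Material: stable MDM2–luciferase fusion reporter cells / Quantity: 2000 cells/well / Dosing: single 5 µM compound dose, 0.2% final DMSO / Buffer or medium: DMEM / Schedule: 4 h cell settling then 2 h compound exposure, 37 °C / Detection: luminescence with SteadyLite reagent, 15 min at room temperature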
TbHK1 inh – T. brucei hexokinase 1 inhibition; recombinant TbHK1, G6PDH-coupled NADH A340; inhibition, % at 10 µM; actives 0.11% (n = 220,000);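 active = inhibition of 50% or more in the single-dose primary screen; inactive = inhibition below 50%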
Hck-Nef inh – inhibitors of human Hck kinase activated by Nef; Recombinant Hck-YEEI plus Nef, Z-Lyte FRET kinase assay; inhibition, % at 20 µM; actives 0.68% (n = 220,000); AID 463187;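 active = Hck-Nef kinase inhibition above about 50%, limit read from the data; inactive = inhibition below that limit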;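 note: 0% = DMSO with Hck plus Nef and 100% = Hck alone without Nef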
Numbers without * were called inactive; / = not tested or not shown; [ ] = another dose, or the depositor's remark.

smiles	Runt-SMMHC FRET	p47phox inh	14-3-3 Bad inh	L929 necroptosis	EBV gp42 inh	Runt-CBFb FRET	MDM2 E3 inh	TbHK1 inh	Hck-Nef inh
COC(=O)[C@H](C)[C@@H]1C[C@@]1(C)[C@@H](NC(=O)OCc1ccccc1)c1ccccc1	2	-6	-5	0.4	2	-1	/	5	-4
Cc1ccc(-n2c(Cl)c(Cl)nc(Cl)c2=O)cc1	21	0	3[fluorescence artefact?]	0.2	-5	35	-23	-9	12
CCCc1ncc(C(O)(c2ccccc2)c2ccc(C)cc2)n1C (configuration not stated)	-2	-9	1	-0.2	-1	-2	-13	9	10
Cc1cccc(OCCCCCNCCO)c1	-3	/	/	0.2	/	2	/	5	0
O=C(Cn1cc(C(F)(F)F)ccc1=O)N/N=C/c1ccc(Cl)c(Cl)c1	2	1	4	1.8	0	1	-8	-7	-3
O=C(Cn1cnc2c(oc3ccccc32)c1=O)NCC1CCCO1 (configuration not stated)	0	-4	3	-0.5	-10	-2	-3	0	5
O=C(Nc1ccc(C2CC2(Cl)Cl)cc1)c1ccccc1Br (configuration not stated)	-6	0	-9[fluorescence artefact?]	3.4	9	2	14	42	4
Cc1cccc(-c2nnc(SCC(=O)N3c4ccccc4CCc4ccccc43)n2C)c1	3	1	-2	0.0	4	0	2	32	4
COc1ccc(NC(=O)CC2Oc3ccc(C)cc3NC2=O)cc1 (configuration not stated)	-3	-10	6	-0.1	-11	1	-12	-4	0
COc1cccc(NC(=O)c2cccc(OC)c2OC)c1	-6	13	-1	-0.2	-4	2	0	3	7
O=C(Nc1nnc(N2CCCCCC2)s1)c1cc(-c2ccc(Br)cc2)on1	1	-88	1[fluorescence artefact?]	2.1	-25	-3	-53	9	13
Cc1ccc(C(=O)NC(C)c2ccccc2)cc1Br (configuration not stated)	4	-11	0	0.6	-12	-3	-9	1	4

Going on with the list.
smiles	Runt-SMMHC FRET	p47phox inh	14-3-3 Bad inh	L929 necroptosis	EBV gp42 inh	Runt-CBFb FRET	MDM2 E3 inh	TbHK1 inh	Hck-Nef inh
Cc1ccc(CNC(=O)c2sc3ccc(S(=O)(=O)N4CCCCC4)cc3c2N)cc1	0	-12	-6	6.0	-9	2	-16	1	2
Cc1ccc(N2OC3C(=O)NC(=O)C3C2c2ccco2)cc1 (configuration not stated)	-2	-12	29[fluorescence artefact?]	-1.9	-8	3	-21	2	-7
COc1ccc(OC)c(C(=O)C2COC(=O)C2)c1 (configuration not stated)	-3	-5	5	0.0	-37	2	-16	-5	9
Cc1ncccc1C(=O)N1CCCC(C(=O)c2ccc3c4c(cccc24)CC3)C1 (configuration not stated)	6	-7	-10	-0.2	-16	0	2	-11	20
COC(=O)c1c(C)[nH]c(C(=O)CSc2nnnn2-c2ccccc2)c1C	-11	-113	-4[fluorescence artefact?]	-0.2	-15	-3	4	-11	-1
Cc1c(NC(=O)c2cc(=O)[nH]c(=O)[nH]2)c(=O)n(-c2ccccc2)n1C	4	-8	-2	-0.1	-27	-2	6	45	4
CCOc1ccc(-c2nnc(Nc3ccc(OC)c(C(=O)N4CCCCC4)c3)c3ccccc23)cc1	-6	-5	0[fluorescence artefact?]	9.4	-1	-5	-10	-19	1
O=C(NCC(c1ccc(F)cc1)N1CCOCC1)c1cccc(Br)c1 (configuration not stated)	2	-5	-4	1.8	-16	0	-9	2	24
CC(C)(C)n1ncc2c(=O)n(Cc3c(F)cccc3Cl)cnc21	-8	-11	3[fluorescence artefact?]	1.1	-30	0	-7	0	4
COC(=O)COc1ccc(/C=C2/SC(=O)N(CC(=O)N3CCCC3)C2=O)cc1Br	4	-16	-5	0.1	-23	0	-6	-9	0
Cc1cc(C(=O)COC(=O)CC2Sc3ccccc3NC2=O)c(C)n1-c1ccc2c(c1)OCO2 (configuration not stated)	1	-31	-13[fluorescence artefact?]	0.7	-15	1	-11	16	5
Cc1ccc(C(=O)C2CCN(C(=S)NCC3CCCO3)CC2)cc1 (configuration not stated)	2	-15	-10	-0.4	-7	2	-15	2	-14

(cont.)
smiles	Runt-SMMHC FRET	p47phox inh	14-3-3 Bad inh	L929 necroptosis	EBV gp42 inh	Runt-CBFb FRET	MDM2 E3 inh	TbHK1 inh	Hck-Nef inh
COc1ccc(CCNC(=O)CSc2nc(O)cc(=O)[nH]2)cc1OC	-2	-12	-3	-0.7	0	-1	-9	11	10
N#Cc1cc2c(=O)n3ccccc3nc2n(-c2ccc(Cl)cc2)c1=O	90*	-7	-2	1.8	10	47	-7	-6	173*
CCOCc1nnc(NC(=O)C2c3ccccc3Oc3ccccc32)s1	2	-3	-6	1.1	10	0	-11	-5	-9
Cc1cccc(C(=O)NC(NCCc2ccccc2)C(Cl)(Cl)Cl)c1 (configuration not stated)	-6	0	-1	0.1	-16	-1	-5	-3	-1
Cc1cc(C(F)(F)F)c2c(n1)sc1c(O)cc(=O)[nH]c12	6	2	-19	0.6	-2	16	0	-30	2
O=C(N/C(=C/c1ccco1)C(=O)N1CCc2ccccc21)c1ccco1	-5	-9	6	0.5	-26	17	-18	-51	11
NN/C(=C\[N+](=O)[O-])Nc1ccc(Cl)cc1	-3	-2	-21	0.3	-18	0	-6	-3	5
CN(C)c1cccc(C(=O)Nc2ccc(N3CCOCC3)cc2)c1	-2	-19	-12[fluorescence artefact?]	-0.2	-26	1	/	-11	0
COc1ccc(OCC(=O)Nc2cccc(-c3nc4ccccc4o3)c2)cc1	-3	-24	4	0.4	-19	-2	-24	-5	3
O=C(c1cc(-c2ccccc2)on1)N1CCCC1	-2	2	-1	0.1	-10	1	-46	3	4
O=C(CCC1CCCC1)N1CCN(S(=O)(=O)Cc2ccccc2)CC1	2	2	10	0.3	4	-1	-18	-3	0
Cc1cc(C)nc(Nc2n[nH]c(-c3ccccc3Cl)n2)n1	-1	2	0	0.1	7	-1	-7	12	-30

Continued.
smiles	Runt-SMMHC FRET	p47phox inh	14-3-3 Bad inh	L929 necroptosis	EBV gp42 inh	Runt-CBFb FRET	MDM2 E3 inh	TbHK1 inh	Hck-Nef inh
CCOc1ccccc1-n1c(=S)sc2c(=O)n(-c3ccccc3)c(=S)[nH]c21	3	-3	-2	0.9	-8	0	-40	-7	-43
CC1(CC(=O)O)C(=O)N=C2C=CC=CN21 (configuration not stated)	-5	6	3	0.9	-7	0	-17	-3	7
CN(C)CC(C(=O)c1ccccc1)c1ccccc1 (configuration not stated)	-3	-7	20	6.7	-5	-2	19	0	-3
Nc1cccc(-c2cc(-c3ccccc3)nc(-c3cccc(N)c3)n2)c1	1	-22	-9	1.2	0	2	5	-5	-1
COc1ccc(CCNC(=O)C2CCN(c3nccc(C)n3)CC2)cc1	2	-1	-5	-0.5	4	1	-11	-1	3
Oc1cccc(C2c3[nH]c4ccccc4c3CCN2Cc2ccoc2)c1 (configuration not stated)	6	1	-6	0.9	12	21	-2	-4	26
CCCCn1c(CN2CCOCC2)nc2c1c(=O)n(C)c(=O)n2C	-8	/	/	1.5	/	1	/	-1	-3
CCNC(=S)NNC(=O)c1cc(-c2ccccc2C)nc2ccccc12	-2	-17	-8	1.4	6	/	-10	-3	1
Nc1ccc2nc(-c3cc(Cl)c(N)c(Cl)c3)[nH]c2c1	4	4	54	28	-20	-2	-2	-48	18
Cc1ccc(-c2nnn(CC(=O)N(c3cccc(O)c3)C(C(=O)NC(C)(C)C)c3cccs3)n2)o1 (configuration not stated)	2	-31	-5[fluorescence artefact?]	0.3	-23	0	-9	2	0
Cc1csc(Nc2ccc(Cl)cc2)[n+]1-c1ccc(Cl)cc1	0	-3	12	0.5	1	1	-38	7	-23
N#CC1=C2SCN(c3ccccc3)CN2C(=O)CC1c1cccs1 (configuration not stated)	28	12	-6	-0.2	-22	32	-14	1	0

Other entries:
smiles	Runt-SMMHC FRET	p47phox inh	14-3-3 Bad inh	L929 necroptosis	EBV gp42 inh	Runt-CBFb FRET	MDM2 E3 inh	TbHK1 inh	Hck-Nef inh
COC(=O)c1cn(NC(=O)c2cccc(N(C)C)c2)c(=O)c2ccccc12	2	-21	-3[fluorescence artefact?]	2.5	-7	9	-17	-7	0
O=C(NCCCN1CCOCC1)c1cc(-c2ccccc2)on1	2	-6	9	4.4	-1	1	8	5	6
O=c1cc(-c2ccccc2Cl)oc2ccc([N+](=O)[O-])c(O)c12	-2	-7	-7[fluorescence artefact?]	9.1	9	-5	/	3	2
Cc1[nH]c2ccc(F)cc2c1CCN(Cc1cccnc1)C(=S)Nc1cccc(F)c1	2	-4	-8	-0.2	5	-1	-18	10	9
COc1ccccc1-c1cc(C(=O)N2CCCCC2)no1	2	-8	-8	2.0	-10	0	-16	-6	19
COc1cc(/C=C(\C#N)C(=O)NCC2CCCO2)ccc1OCCC(C)C (configuration not stated)	-2	-7	-4	0.1	-18	-1	-8	-42	16
COc1ccccc1NC(=O)CSc1nnc(CNC(=O)c2ccco2)o1	4	-12	-5[fluorescence artefact?]	0.1	-9	0	-3	-4	1
O=C(CCN1CCOCC1)Nc1cccc(Br)c1	2	6	13	2.9	-11	2	-9	-1	1

Screens: PubChem, several laboratories
